Bioassay records from PubChem BioAssay.
CHO-K1 Ca ag – M1 agonist counterscreen hit in parental CHO-K1 cells; activation, % at 3 µM; AID 602248; actives 0.48% (n = 360,000); Fluo-8 calcium fluorescence; scaled to maximal ATP response, vehicle zero; in the data active = activation above about 15%;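 note: untransfected CHO-K1 host cells lacking M1 receptor as counterscreen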
CHRM1 antagonist – human CHRM1 antagonism; inhibition, % at 3 µM; actives 1.3% (n = 360,000); CHO-K1 hM1, Fluo-8 calcium fluorescence, ACh EC80 antagonist; P11229;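 active = percent inhibition above its own plate's cutoff, namely the mean of that plate's compound wells plus 3 SD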;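 note: peak over basal fluorescence ratio during 140 s after agonist addition; 0% = ACh EC80 plus DMSO and 100% = DMSO alone without agonist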
Target sequence (P11229 whole entry, looked up): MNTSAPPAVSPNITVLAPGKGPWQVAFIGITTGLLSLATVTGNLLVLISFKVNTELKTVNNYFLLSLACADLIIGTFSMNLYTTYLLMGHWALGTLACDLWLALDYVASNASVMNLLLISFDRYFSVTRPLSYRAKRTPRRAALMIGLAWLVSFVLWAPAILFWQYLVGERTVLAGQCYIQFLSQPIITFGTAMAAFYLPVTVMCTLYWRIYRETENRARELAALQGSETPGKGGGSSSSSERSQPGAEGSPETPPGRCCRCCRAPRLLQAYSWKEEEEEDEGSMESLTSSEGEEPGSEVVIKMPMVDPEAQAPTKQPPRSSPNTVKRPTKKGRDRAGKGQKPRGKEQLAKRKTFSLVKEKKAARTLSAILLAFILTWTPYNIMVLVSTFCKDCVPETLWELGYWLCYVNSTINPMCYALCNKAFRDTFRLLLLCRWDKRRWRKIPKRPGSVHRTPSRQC
TAAR1 agonist – human TAAR1 agonism; Q96RJ0; activation, % at 3 µM; actives 0.99% (n = 360,000); CHO RD-HGA16 TAAR1, Fluo-8 calcium fluorescence; vehicle wells 0%, saturating PEA agonist 100%;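 active = activation above the mean activation of all test compounds in the run plus 3 SD, cut at about 38% in these data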
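Repeats: no replicates (n 1) | Material: CHO-derived RD-HGA16 cells with stable Gα16 and human TAAR1 | Technique: Kinetic Fluo-8 calcium fluorescence | Schedule: 17-24 h seeding, 75 min 37 °C dye, 30 min RT | Evaluation: % activation from peak over basal fluorescence ratio, DMSO-to-PEA scaled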
CHO parental Ca – signal in parental CHO cells, OX1R antagonist counter-screen; parental CHO-K1, ATP-induced calcium, Fluo-8 fluorescence; inhibition, % at 5.6 µM; actives 0.63% (n = 330,000);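 active = inhibition above that plate's mean sample inhibition plus 3 SD, cut at about 26% in these data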;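 note: 0% = ATP-challenged DMSO wells and 100% = DMSO wells without ATP; some compounds past the cut are filed as inactive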
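Test system: untransfected parental CHO cell line. Compound: one dose, 5.6 µM nominal. Detection: intracellular calcium via Fluo-8 no-wash fluorescent dye. Measure: % inhibition. Benchmarks: ATP-challenged DMSO wells low, unchallenged DMSO wells high.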
M1 PAM parental – nonselective activator or artifact in parental CHO-K1 calcium assay. ATP EC20, Fluo-8 calcium fluorescence; 0% at ATP EC20, 100% at ATP max. activation, % at 3 µM. actives 0.02% (n = 360,000). AID 602247;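 active = activation above the run cutoff, the mean activation of all test compounds plus 3 SD, cut at about 40% in these data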;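 note: peak over basal fluorescence ratio in a 140 s read after ATP addition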
CHO-K1 Ca antag – counter-screen for M1 antagonists: effect in parental CHO-K1 cells. actives 0.6% (n = 360,000). AID 602250. ATP-induced calcium, Fluo-8 fluorescence. inhibition, % at 3 µM;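 active = inhibition above a per-plate cutoff, the plate's mean sample inhibition plus 3 SD, cut at about 24% in these data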;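 note: 0% = DMSO plus EC80 ATP and 100% = DMSO alone without ATP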
CHRM1 agonist – agonists of human M1 muscarinic receptor | P11229 | CHO-K1 hM1, Fluo-8 calcium fluorescence, agonist mode; 0% DMSO, 100% acetylcholine EC100 | activation, % at 3 µM | actives 0.33% (n = 360,000);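 active = activation above the run's mean compound activation plus 3 SD, cut at about 16% in these data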;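 note: peak over basal fluorescence ratio within a 140 s kinetic read after compound addition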
TAAR1 antagonist – antagonists of human TAAR1; actives 1.5% (n = 360,000); Q96RJ0; AID 624466; CHO RD-HGA16 TAAR1, Fluo-8 calcium fluorescence, antagonist; inhibition, % at 3 µM;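 active = inhibition above a per-plate cutoff, the mean inhibition of test compounds on that plate plus 3 SD, cut at about 49% in these data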;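 note: 0% = DMSO plus EC80 beta-PEA response and 100% = DMSO alone without agonist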
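Test system – hTAAR1-expressing CHO RD-HGA16 cells, Gα16-coupled · Reagent – β-PEA at EC80 concentration, post-compound challenge · Compound dosing – 3 µM, single point · Timing – 140 s kinetic read after compound, 140 s after agonist · Detection – Fluo-8 intracellular calcium dye fluorescence, real-time kinetic reads · Control set – DMSO and EC80 PEA controls · Repeats – n of 1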
OXTR potentiate – potentiates the human oxytocin receptor response | CHO-OTR cells, Fluo-8 calcium fluorescence, potentiator mode; 0% = oxytocin EC15, 100% = EC100 | activation, % at 3 µM | P30559 | actives 0.061% (n = 320,000) | AID 2445;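 active = activation above that plate's cutoff, the mean activation of tested compounds plus 3 SD, cut at about 6.6% in these data, passing the limit was not always enough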;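 note: 100% uses oxytocin at 75 nM as the full agonist control; some results filed as inactive read as strong as hits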
Target sequence (P30559 whole entry, looked up): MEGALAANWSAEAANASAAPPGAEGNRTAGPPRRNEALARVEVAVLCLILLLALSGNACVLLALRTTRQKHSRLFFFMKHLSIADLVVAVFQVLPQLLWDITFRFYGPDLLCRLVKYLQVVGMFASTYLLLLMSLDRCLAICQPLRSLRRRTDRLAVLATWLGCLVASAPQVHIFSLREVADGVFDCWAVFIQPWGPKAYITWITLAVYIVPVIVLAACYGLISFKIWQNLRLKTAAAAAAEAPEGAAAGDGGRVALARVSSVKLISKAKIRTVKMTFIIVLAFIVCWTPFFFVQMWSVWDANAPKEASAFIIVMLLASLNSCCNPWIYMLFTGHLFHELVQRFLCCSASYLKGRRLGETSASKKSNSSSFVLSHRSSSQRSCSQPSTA
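Material: human OTR in CHO cells. Compound: 3.0 µM, one dose. Timing: compound 6 min at room temperature before oxytocin, 100 s read. Evaluation: % activation of max/min ratio relative to oxytocin controls. Replication: single well per compound, singlicate. Signal: Fluo-8 calcium dye fluorescence.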
Numbers without * were called inactive; . = not tested or not shown.

SMILES	CHO-K1 Ca ag	CHRM1 antagonist	TAAR1 agonist	CHO parental Ca	M1 PAM parental	CHO-K1 Ca antag	CHRM1 agonist	TAAR1 antagonist	OXTR potentiate
CCNC(=O)C1(C)CCN(Cc2ccc(-c3ccccc3)cc2)C1 (stereo not given)	1.5	-9	0	.	2	-5	-7	-15	.
COc1ccc(-c2nnc3sc(-c4ccccc4OC)nn23)cc1	0.3	-2	11	-12	14	-8	-3	-14	-2
CCOC(=O)[C@]12CCC=C1N(Cc1ccc3c(c1)OCO3)C(=O)[C@H](CC(=O)NCCc1ccccc1OC)C2	0.1	.	60*	.	-2	-12	.	38	.
COc1ccc(Cl)cc1NC(=O)Cn1c(NCCO)nc2ccccc21	0.2	2	1	-9	2	-11	-7	-7	4
O=C(CCN1C(=O)/C(=C/c2ccc3c(c2)OCO3)SC1=S)Nc1ccccc1	0.4	-7	1	-15	20	-6	-5	-20	-7
CCc1nc(CN(C)C(=O)C2CCC(=O)N(Cc3cccc(F)c3)C2)no1 (stereo not given)	0.4	-13	4	-15	18	-14	-1	-33	-5
Cn1ccnc1SCC(=O)NC1(C#N)CCCCC1	1.0	-8	1	10	11	-8	-4	-8	-5
CCCCS/C(N)=N/N=C/c1cc(C)ccc1O	0.1	-8	-1	39	-7	-2	-1	-15	-10
Cc1ccccc1-c1ccc(=O)n(CC(=O)Nc2ccc(S(=O)(=O)N(C)C)cc2)n1	4.3	9	6	0	6	0	-5	27	-12
Cc1cc(NC(=O)CN2C(=O)/C(=C/c3cccc(Br)c3)SC2=S)no1	-0.1	-2	5	-8	13	2	-3	-9	-20
Cc1cccc(N=Nc2c(N)n[nH]c2-c2ccc(Cl)cc2)c1	2.7	-10	33	21	31	-17	-3	-16	-4
COc1ccc(CCNC(=O)COc2cc(C)cc3oc(=O)c(C)c(C)c23)cc1OC	0.5	-9	1	.	17	-9	-3	-19	.
Cc1c(/C=C2\SC(=Nc3cccc(C(=O)O)c3)NC2=O)c2ccccc2n1C	0.1	-23	-1	14	-1	0	-1	-13	-4
CCCCN(CC)S(=O)(=O)c1ccccc1	-0.3	-10	3	-3	-6	8	-4	8	-5
O=C(c1ccc2c(c1)N(Cc1ccccc1)C(=O)c1ccccc1S2)N1CCCC1	0.5	3	27	-22	9	-11	-9	-14	-3
O=C(Nc1ccc(C(F)(F)F)cc1)c1ccccc1Br	3.8	3	-2	1	16	-12	-5	2	-11
Cc1ccc2nc3cc([N+](=O)[O-])cc([N+](=O)[O-])c3cc2c1	10.0	-1	2	.	19	2	0	-23	.
CNC(=S)NNC(=O)c1ccccc1Br	0.3	-8	-1	13	-3	1	0	13	-2
COc1ccc(C=O)cc1OC(=O)C1(C)Cc2ccccc2C(=O)O1 (stereo not given)	0.3	-10	6	-13	13	-6	1	6	-9
Cc1cccc[n+]1CC(=O)c1ccc(NC(=O)c2ccccc2)cc1	0.3	-9	1	-5	13	-6	-9	42	6
O=C(O)CCCCCCNS(=O)(=O)c1ccccc1	0.7	-8	13	6	22	-7	-2	18	3
COC(=O)c1cn(NC(=O)/C=C/c2cc(OC)ccc2OC)c(=O)c2ccccc12	1.8	-1	3	-14	5	2	-7	20	-11
COc1ccc(OCc2cc(C(=O)N(C)Cc3nnc(C)o3)no2)c(Cl)c1	0.4	-3	1	-14	9	-9	-2	-6	-12
CCOC(=O)C1CCN(S(=O)(=O)Cc2ccccc2)CC1	1.0	-10	7	2	8	-26	-1	-1	4
Cc1ccccc1N1CCN(C2CCCN(C(=O)CCc3c(C)noc3C)C2)CC1 (stereo not given)	1.3	-3	3	-22	-18	18	-5	-7	-6
O=C1NC[C@H](Cc2ccccc2)N(C[C@H]2CCCN2C[C@H](Cc2ccccc2)N2C[C@H](Cc3ccccc3)N(CCc3ccccc3)C(=O)C2=O)C1=O	0.1	-6	10	.	-6	-7	2	7	.
COc1ccc(CC(=O)Nc2ccc(N3CCOCC3)cc2)cc1OC	1.4	-13	1	-18	-9	3	0	-25	-1
Cc1cc(C)c(NC(=O)COC(=O)/C=C/c2cccc(C(F)(F)F)c2)c(C)c1	-0.2	-3	0	-5	16	-6	-5	0	-4
Cc1cccc(C(=O)OCC(=O)Nc2ccc3c(c2)OCCO3)c1O	0.3	-2	22	-10	-11	-8	-4	-10	-7
N#C/C(=N\Nc1ccc(Br)cc1)C(=N)N1CCOCC1	0.9	5	9	-10	9	-18	-2	-5	4
CC(C)(C)c1ccc2c(c1)N(CC(=O)N1CCCC1)C(=O)CO2	0.3	-12	0	0	21	-25	-3	-3	-8
O=C(CCNC(=O)c1ccc(Br)cc1)NCC(c1ccco1)N1CCCCC1 (stereo not given)	-0.4	17	0	-10	-3	-3	-5	15	-8
CCc1nnc(NC(=O)CSc2ncc(-c3ccccc3)n2C)s1	0.3	-1	2	-17	13	-12	-5	3	-4
CC(C)[C@@H]1Cc2[nH]n(C)c(=O)c2[C@H](c2ccc(Cl)cc2)O1	0.6	.	-1	.	12	3	.	-7	.
CCOC(=O)c1ccc(NC(=O)NCc2c(C)nn(CC)c2C)cc1	1.4	4	5	-4	10	-12	-4	-29	4
O=C(CNC(=S)N(CCCN1CCOCC1)Cc1cccs1)NCc1ccc(Cl)cc1	0.3	-12	3	-20	-1	-7	-4	-3	-10
COc1ccc(Br)c(C(=O)OCC(=O)Nc2cc(C)on2)c1	1.0	-1	1	.	11	-12	0	-1	.
Cc1ccc(Cn2nnc3c(=O)n(Cc4ccccc4C)cnc32)cc1	1.6	-9	5	-11	15	-7	-2	-25	-8
COc1ccc(-c2csc(=Nc3ccccc3)n2CCO)cc1	7.1	16	6	12	13	-5	-2	17	-8
O=C(NC1CCN(S(=O)(=O)c2cccc(F)c2)CC1)c1ccc(F)cc1	0.1	-17	0	.	-2	3	-5	6	.
CN(CCCNC(=O)C1CCC(=O)N1Cc1ccc(F)cc1)c1ccccc1 (stereo not given)	0.0	-4	0	-10	10	1	-11	-10	0
CC(=O)N1CCN(c2ccc(NC(=O)c3ccc(C(C)(C)C)cc3)cc2)CC1	9.7	11	27	-2	5	-6	-5	62*	-11
CCOc1cc(/C=N/NC(=O)CCn2nnc3ccccc32)ccc1O	3.0	-7	3	2	7	-11	-2	-1	1
CCOC(=O)c1sc(NC(=O)C2CCCCC2)nc1C	0.8	2	6	-1	-1	0	-4	11	-4
Cn1c(C(C#N)/C(=N\S(=O)(=O)c2cccs2)c2ccccc2)nc2ccccc21 (stereo not given)	-0.1	2	12	1	9	-4	-3	-7	-10
Cc1ccc([C@@H]2C[C@H]3[C@@H](CN2S(=O)(=O)c2ccc(C)cc2)C(=O)C[C@@H](c2ccccc2F)N3S(=O)(=O)c2ccc(C)cc2)cc1	0.3	-2	2	.	-1	17	4	-18	.
Cc1ccc(OCc2n[nH]c(=S)n2-c2ccc(Cl)cc2)cc1	6.9	-10	12	-1	25	-10	6	8	-11
COc1ccccc1CNC(=O)CN1C(=O)NC(C)(c2ccc(C(C)(C)C)cc2)C1=O (stereo not given)	3.0	15	4	-31	-17	-4	-2	-16	-11
OC12CCCCC1C(c1ccc3c(c1)OCO3)N(Cc1cccc(F)c1)CC2 (stereo not given)	0.7	-8	6	.	21	-6	-2	-3	.
C=CCN1C(=O)/C(=C2/Sc3ccc(OC)cc3N2C)SC1=Nc1ccc(OC)cc1	.	.	3	-11	.	.	.	-18	-6
COc1ccc(-c2cc(C(=O)O)sc2C)cc1	3.4	7	2	5	7	-5	-1	-16	0
COc1cccc2cc(-c3nnc(SCC(=O)Nc4ccc(NC(C)=O)cc4)n3C)oc12	2.5	-1	8	-5	8	-14	-4	45	0
Cc1ccc(S(=O)(=O)N(CC(=O)N2CCOCC2)c2ccccc2F)cc1	2.8	-9	1	-9	20	-15	-4	7	-7
O=C(COC(=O)c1nc(Cl)ccc1Cl)Nc1ccccc1OC(F)F	0.7	-4	3	-13	-3	-10	-5	11	-12
CC1(C)CC(=O)C(C=Nc2ccc(Cl)cn2)=C(O)C1	0.5	-17	10	-1	24	-17	-3	-16	-6
CCCS/C(N)=N/N=C/c1cc(C)ccc1O	0.4	-24	-3	-2	23	-16	0	10	-5
N#CCC(=O)N/N=C/c1ccccc1Cl	0.2	13	0	-21	-13	6	-2	-17	-6
CC1CCCCN1CC(O)COCCC12CC3CC(CC(C3)C1)C2 (stereo not given)	5.2	4	18	-18	13	-4	-8	-23	-9
Cc1cc(C(=O)NNC(=S)NC2CCCCC2)cs1	1.1	-6	3	-8	-10	-4	0	-25	1
CN(c1ccc(C(=O)N2CCCCC2)cc1)S(=O)(=O)c1cccs1	13	3	8	-2	16	-13	-3	15	-6
Following part
SMILES	CHO-K1 Ca ag	CHRM1 antagonist	TAAR1 agonist	CHO parental Ca	M1 PAM parental	CHO-K1 Ca antag	CHRM1 agonist	TAAR1 antagonist	OXTR potentiate
CCC(C(=O)NCc1ccc(F)cc1)n1nc(C)n2c(cc3occc32)c1=O (stereo not given)	-0.6	-5	5	-22	7	-7	-5	-39	-2
O=C(C1CCN(S(=O)(=O)c2cccc3cccnc23)CC1)N1CCN(c2ccccc2)CC1	3.5	-16	4	-5	13	3	0	-25	1
O=C(c1ccc(Cl)s1)N1CCOCC1	-0.2	-10	14	-5	12	-3	-5	16	-4
CCN1CCN(S(=O)(=O)c2ccc3ccccc3c2)CC1	0.8	7	.	-7	25	-11	-7	.	-4
O=C1CC(c2ccccc2Cl)Cc2c1cnn2-c1nc2ccccc2s1 (stereo not given)	.	.	-1	-6	.	.	.	-22	0
COc1ccc(OC)c(CNC(=O)CCN2C(=O)COc3ccccc32)c1	-0.2	-16	8	-9	-10	4	-3	6	0
CN(C)C(=O)c1coc2nc3ccccc3nc12	6.0	12	2	-11	13	-8	-2	-18	-9
COc1ccc(NC(=O)[C@H](Cc2c[nH]c3ccccc23)NC(=O)[C@@H]2Cc3ccccc3CN2)cc1	0.4	-7	7	-19	6	9	0	9	-8

3 entries out of the list, sorted by SMILES length, low to high.
SMILES	CHO-K1 Ca ag	CHRM1 antagonist	TAAR1 agonist	CHO parental Ca	M1 PAM parental	CHO-K1 Ca antag	CHRM1 agonist	TAAR1 antagonist	OXTR potentiate
CN(C)C(=O)c1coc2nc3ccccc3nc12	6.0	12	2	-11	13	-8	-2	-18	-9
O=C1CC(c2ccccc2Cl)Cc2c1cnn2-c1nc2ccccc2s1 (stereo not given)	.	.	-1	-6	.	.	.	-22	0
COc1ccc(NC(=O)[C@H](Cc2c[nH]c3ccccc23)NC(=O)[C@@H]2Cc3ccccc3CN2)cc1	0.4	-7	7	-19	6	9	0	9	-8
